# Compound activity deposited in PubChem by National Center for Advancing Translational Sciences (NCATS).
# AmpC inh detg = AmpC beta-lactamase inhibition with detergent present; P00811; AmpC hydrolysis of nitrocefin, absorbance 480 nm, 0.01% Triton; Potency, µM (series often up to 114 µM), for the others: top-dose activity change, negative = inhibition, usual class: inhibitors; AID 485294; 370,000 tested, 0.041% active;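 further: potency means the concentration at half of the fitted maximal effect; 0% = no-compound wells and -100% = no-enzyme wells; nearly all actives have a fitted effect of over 25% in size; some results filed as inactive show a strong effect at the top dose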
# Target sequence (P00811 whole entry, looked up): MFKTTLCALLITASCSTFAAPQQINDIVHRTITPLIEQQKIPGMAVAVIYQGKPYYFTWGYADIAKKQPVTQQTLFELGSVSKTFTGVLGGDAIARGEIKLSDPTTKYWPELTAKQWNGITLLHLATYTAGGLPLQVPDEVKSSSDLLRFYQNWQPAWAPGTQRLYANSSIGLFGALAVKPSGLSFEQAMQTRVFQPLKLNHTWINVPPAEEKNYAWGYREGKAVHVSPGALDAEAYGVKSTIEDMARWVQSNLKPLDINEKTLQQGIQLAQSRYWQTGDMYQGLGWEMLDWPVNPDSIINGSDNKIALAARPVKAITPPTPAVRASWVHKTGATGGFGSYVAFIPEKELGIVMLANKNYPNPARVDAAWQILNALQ
#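 AmpC (5.3 nM in the dispensed reagent) in 20 mM phosphate pH 7.0 with 0.01% (detergent screen) or 0.0001% Triton X-100 was preincubated with compounds for 15 min at room temperature. Nitrocefin was then added from an 800 uM solution, and hydrolysis was followed at 480 nm.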
# HCV inhibitor = inhibitors of hepatitis C virus infection. Huh7.5.1 HCVcc-Cre infection, luciferase reporter, 44 h. Potency, µM (doses to about 41.8 µM), without a hit: at the highest dose activity change, negative = inhibition, most hits filed as inhibitors. 340,000 tested, 3.4% active. AID 651820; further: potency means the concentration at half of the fitted maximal effect
#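 A cell-based infection assay in which seeded cells (1,000 per well) receive test compound after 4 h, are inoculated with HCVcc-Cre at approximately 0.5 moi, and are incubated 44 h before luminescence detection.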
# AMA1-RON2 inh = AMA1-RON2 (P. falciparum) interaction inhibition | AID 720542 | Potency, µM (titrated, usually from 58.2 µM), inactives show top-dose activity change, negative = inhibition, actives largely listed as inhibitors | 360,000 tested, 0.2% active | AlphaScreen AMA1-biotinylated RON2 peptide binding;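 further: potency means the concentration at half of the fitted maximal effect; 0% = vehicle wells and -100% = peptide control; nearly all actives have a fitted effect of over 45% in size; some results filed as inactive show a strong effect at the top dose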
#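 AMA1 (3D7) with his tag at 25 nM final met compounds first, then biotinylated RON2 peptide at 25 nM; detection used donor plus acceptor beads, 10 µg/mL apiece, read by AlphaScreen after 30 min at room temperature.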
# Giardia FBPA inh = blocks Giardia fructose-bisphosphate aldolase activity. A8B2U2. purified Giardia FBPA. Potency, µM (doses to about 59.6 µM), for inactives: at the top dose activity, negative = inhibition, hits mostly inhibitors. 290,000 tested, 0.71% active. AID 2451; further: potency means the concentration at half of the fitted maximal effect; nearly all actives have a fitted effect of over 55% in size
# Target sequence (A8B2U2 whole entry, looked up): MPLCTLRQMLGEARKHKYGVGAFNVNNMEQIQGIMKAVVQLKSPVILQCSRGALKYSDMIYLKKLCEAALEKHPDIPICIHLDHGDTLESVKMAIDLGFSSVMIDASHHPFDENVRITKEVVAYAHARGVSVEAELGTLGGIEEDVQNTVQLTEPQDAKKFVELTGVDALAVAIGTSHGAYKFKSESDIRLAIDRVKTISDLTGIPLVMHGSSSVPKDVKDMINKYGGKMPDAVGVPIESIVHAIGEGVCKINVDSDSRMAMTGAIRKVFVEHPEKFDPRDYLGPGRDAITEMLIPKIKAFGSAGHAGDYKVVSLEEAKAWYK
#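 40 nM FBPA preincubated 10 min at RT with compound (up to 57.5 uM final), then substrate plus GAPDH/TPI/NAD/arsenate coupling and diaphorase/resazurin added. Fluorescence read after 20 min at RT, 525/598 nm.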
# Sm TGR inh = inhibitors of Schistosoma mansoni thioredoxin glutathione reductase | 360,000 tested, 3% active | purified TGR, DTNB reduction, TNB absorbance 405 nm | Potency, µM (titrated, usually from 114 µM), without a hit: at the highest dose activity change, negative = inhibition, hits mostly inhibitors; further: potency means the concentration at half of the fitted maximal effect; nearly all actives have a fitted effect of over 60% in size
#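 First, TGR (20 nM dispensed) and NADPH were mixed with compound. Second, a 15 min room-temperature incubation followed. Third, further NADPH and then DTNB were added to start the reaction. Finally, TNB absorbance was monitored kinetically.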
# HCMV antiviral = inhibitors of human cytomegalovirus. activity change, negative = inhibition, % at 57.5 µM. AID 1259415. HFF cells, HCMV-luciferase reporter, 72 h; active compounds read low. 410,000 tested, 4.5% active; in the data active means activity change below about -60%; inconclusive means no clear call, values can overlap the other calls; inactive means above about -39%
#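 Compounds were evaluated in HFFs infected with an HCMV luciferase reporter virus (MOI 1 PFU/cell). Luciferase in lysates collected 72 h post infection served as the replication measure.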
# Numbers without * were called inactive; ? = inconclusive; · = not tested or not shown; [ ] = dose if it differs, or a comment. Unless noted, the call rests on the fitted dose curve; in most records, active means well fitted curve in the direction sought with a large enough effect; inconclusive means small, poorly fitted or top-dose-only effect, or another doubt; inactive means no such curve, though single readings can be large; an effect the other way counts as inactive or inconclusive. Unless noted, on the % scale 0 is the no-effect control and ±100 the full control effect.
1	Cc1ccccc1SCC(=O)OCC(=O)N(C)c1c(N)n(Cc2ccccc2)c(=O)[nH]c1=O
2	FC(F)(F)c1ccc(Oc2ccc3cc(Br)ccc3c2)nc1
3	O=C(CCCN=C1NS(=O)(=O)c2ccccc21)OCC(=O)c1ccc(F)c(F)c1
4	CCOC(=O)c1nnn(-c2nonc2N)c1-c1ccc(C)cc1
5	CC1CCN(S(=O)(=O)c2ccccc2)CC1
6	O=C(COc1ccc(Cl)cc1)NCc1nnc(SCC(=O)NCc2ccc3c(c2)OCO3)o1
Compound	1	2	3	4	5	6
AmpC inh detg	7%	-14%	-2%	?	?	-12%
Sm TGR inh	0%	-6%	4%	7%	-3%	13%
HCV inhibitor	1%	-6%	?	11%	?	11%
AMA1-RON2 inh	-18%	29%	-5%	-2%	-4%	3%
Giardia FBPA inh	·	5%	·	-8%	-4%	-3%
HCMV antiviral	4	-28	-11	-25	-24	7

7	COc1cc(/C=C(\C#N)c2nc3ccccc3c(=O)[nH]2)cc(OC)c1OC
8	CCOC(=O)C1CCN(C(=O)c2cc(S(=O)(=O)N(C)C)ccc2N2CCCC2)CC1
9	Cc1ccc(NC(=O)/C=C/c2ccc([N+](=O)[O-])s2)c(C)c1
10	CCOc1ccc(CSC(=N)N)cc1Cl
11	CCOC(=O)Cc1c(C)nc(N)[nH]c1=O
12	CC(C)(C)c1ccc(Cn2c(=O)cnc3ccccc32)cc1
Compound	7	8	9	10	11	12
AmpC inh detg	-5%	-2%	3%	4%	6%	10%
Sm TGR inh	0%	-4%	-23%	0%	-18%	2%
HCV inhibitor	·	·	?	-17%	?	?
AMA1-RON2 inh	·	-4%	-12%	5%	2%	38%[activator]
Giardia FBPA inh	·	·	2%	-26%	10%	0%
HCMV antiviral	-17	5	-101*	10	27	-81*

13	Cc1ccc(S(=O)(=O)N2CCCC2CNC(=O)C(=O)Nc2ccc(F)cc2)cc1 (stereo unspecified)
14	CCOC(=O)/C=C1\SCC(=O)N1Cc1ccc(Br)cc1
15	COc1ccc(/C=C/C(=O)NCCSCc2ccco2)cc1
16	O=C(NC1CC1)c1ccc(NS(=O)(=O)c2ccc(F)cc2)cc1
17	CC(=O)NC(Cc1ccc(F)cc1)C(=O)NC1CCN(C(=O)Nc2ccccc2C)CC1 (stereo unspecified)
18	CC(C)C[C@@H](CSc1ccc(Br)cc1)N1CCN(CCc2ccccc2)CCC1=O
Compound	13	14	15	16	17	18
AmpC inh detg	-6%	-1%	0%	?	-3%	2%
Sm TGR inh	-3%	0%	?	0%	8%	?
HCV inhibitor	?	-18%	3%	9%	13%	8%
AMA1-RON2 inh	2%	-1%	26%	11%	5%	59%[activator]
Giardia FBPA inh	·	7%	0%	·	-6%	0%
HCMV antiviral	1	10	8	-11	0	46

# Entries of single compounds from above:
# CC(=O)NC(Cc1ccc(F)cc1)C(=O)NC1CCN(C(=O)Nc2ccccc2C)CC1 (stereo unspecified) is listed with AmpC inh detg = -3%; Sm TGR inh = 8%; HCV inhibitor = 13%; AMA1-RON2 inh = 5%; Giardia FBPA inh = -6%; HCMV antiviral = 0
# Cc1ccc(S(=O)(=O)N2CCCC2CNC(=O)C(=O)Nc2ccc(F)cc2)cc1 (stereo unspecified) is listed with AmpC inh detg = -6%; Sm TGR inh = -3%; HCV inhibitor = ?; AMA1-RON2 inh = 2%; Giardia FBPA inh = ·; HCMV antiviral = 1
# COc1ccc(/C=C/C(=O)NCCSCc2ccco2)cc1 is listed with AmpC inh detg = 0%; Sm TGR inh = ?; HCV inhibitor = 3%; AMA1-RON2 inh = 26%; Giardia FBPA inh = 0%; HCMV antiviral = 8

# Fetched one by one from above:
15	COc1ccc(/C=C/C(=O)NCCSCc2ccco2)cc1
17	CC(=O)NC(Cc1ccc(F)cc1)C(=O)NC1CCN(C(=O)Nc2ccccc2C)CC1 (stereo unspecified)
Compound	15	17
AmpC inh detg	0%	-3%
Sm TGR inh	?	8%
HCV inhibitor	3%	13%
AMA1-RON2 inh	26%	5%
Giardia FBPA inh	0%	-6%
HCMV antiviral	8	0

# (cont.)
19	COc1ccc(NC(=O)CCN2C(=O)[C@@H]3[C@H](C2=O)[C@H]2C=C[C@@H]3C2)cc1
20	CSc1ncccc1C(=O)NCc1ccc(C)cc1
21	Cc1ccc(-c2nc(N)n(C(=O)c3cccnc3)n2)cc1
22	O=c1ccc(=O)n2n1CC(O)C2
23	O=C(O)CC(NC(=O)c1ccncc1)c1ccccc1 (stereo unspecified)
24	CC(C)CNC(=O)CSc1ccc(Cl)cc1
Compound	19	20	21	22	23	24
AmpC inh detg	-3%	9%	-14%	?	?	4%
Sm TGR inh	-4%	5%	-2%	6%	-2%	-20%
HCV inhibitor	9%	6%	9%	4%	23%	3%
AMA1-RON2 inh	-3%	-3%	8%	5%	9%	11%
Giardia FBPA inh	4%	-2%	-2%	4%	3%	-3%
HCMV antiviral	7	-27	13	-12	-5	-21

# Results in sequence from above.
# Nos. 19 to 24 in AMA1-RON2 inh: -3%, -3%, 8%, 5%, 9%, 11%

# Next part
25	Cc1c(Cl)cccc1NC(=O)Cc1ccc([N+](=O)[O-])cc1
26	N#Cc1cc2ccccc2nc1N
27	Cc1ccc(S(=O)(=O)CCC(=O)Nc2cccc([N+](=O)[O-])c2)cc1
28	COc1cccc(/C=C/C(=O)OCC(=O)Nc2ccccc2Sc2ccccc2)c1
29	Cc1ccc(-n2ncc3c(N(C)C)ncnc32)cc1Cl
30	Cc1ccc(S(=O)(=O)N(C)c2ccc(C)c([N+](=O)[O-])c2)cc1
Compound	25	26	27	28	29	30
AmpC inh detg	0%	-4%	-8%	-6%	6%	-1%
Sm TGR inh	13%	-2%	?	-12%	5%	2%
HCV inhibitor	-16%	16%	13%	10%	·	5%
AMA1-RON2 inh	23%	-19%	-5%	31%[activator]	·	-18%
Giardia FBPA inh	13%	-1%	-21%	-6%	·	-14%
HCMV antiviral	?	36	-10	-65*	-40	?

31	COc1ccc(/C=C2\C(=O)NCC(=O)N2C)cc1
32	CC1=CC(=O)C(C(C)C)=C/C1=N\OC(=O)c1cccc2nc(C)oc12
33	Clc1ccccc1Cn1nnc2ccccc21
34	CC1Oc2ccccc2N(CC(=O)N2CCCCC2)C1=O (stereo unspecified)
35	Cc1ccsc1C(=O)NNC(=O)COc1ccccc1Cl
36	Cc1nn(C)c(C)c1NC(=O)c1ccc(S(=O)(=O)N(C)C)cc1
Compound	31	32	33	34	35	36
AmpC inh detg	?	-13%	3%	-3%	?	-15%
Sm TGR inh	1%	-12%	0%	9%	3%	-1%
HCV inhibitor	22%	1%	1%	13%	4%	-3%
AMA1-RON2 inh	10%	-9%	5%	5%	114%[activator]	1%
Giardia FBPA inh	4%	-16%	1%	9%	·	2%
HCMV antiviral	3	?	-1	-32	-29	-11

37	COc1ccc(-c2c(C)nn3c(N4CCOCC4)cc(C)nc23)cc1OC
38	CC(=O)c1cccc(NC(=O)CCc2nnc3ccc(NCc4ccco4)nn23)c1
39	COc1ccc(C(NC(=O)CC(C)C)c2c(O)ccc3ccccc23)cc1 (stereo unspecified)
40	Cc1cc(C)n2c(SCC(=O)Nc3c(C)n(C)n(-c4ccccc4)c3=O)nnc2n1
41	CCOCCCNC(=O)C(c1ccc(Cl)cc1)N1CCN(c2ccccc2)CC1 (stereo unspecified)
42	C=CCNc1nc(N2CCCC2)nc2ccccc12
Compound	37	38	39	40	41	42
AmpC inh detg	2%	-6%	-5%	2%	?	-14%
Sm TGR inh	6%	0%	6%	0%	0%	-5%
HCV inhibitor	-30%	5%	?	?	7%	16µM*
AMA1-RON2 inh	-7%	15%	-5%	-6%	4%	-3%
Giardia FBPA inh	2%	-3%	14%	2%	1%	14%
HCMV antiviral	11	0	32	22	29	-37

43	CN1CCN(C(=O)c2ccc3c(c2)NC(=O)/C(=C/c2ccccc2)S3)CC1
44	COc1ccc(NC(=O)COC(=O)c2ccc(C)c(S(=O)(=O)N3CCCCC3)c2)cc1
45	CN(C)C(=O)c1ccc(NC(=O)COC(=O)C2CCN(S(=O)(=O)c3ccc4c(c3)OCCO4)CC2)cc1
46	C#CCOCCOCCOCCNc1nc(N2CCN(C(=O)Cn3cc(CCCCN)nn3)CC2)nc(N2CCN(C(=O)[C@H](C)n3cc(CCC(=O)O)nn3)CC2)n1
47	O=C(NCc1ccc(Cl)cc1)c1cc2c(s1)-c1ccccc1SC2
48	O=C1NC(=O)C(=Cc2ccc(N3CCN(C(=O)c4ccccc4)CC3)c([N+](=O)[O-])c2)C(=O)N1
Compound	43	44	45	46	47	48
AmpC inh detg	0%	6%	?	·	-3%	-6%
Sm TGR inh	7%	0%	4%	·	0%	11µM*
HCV inhibitor	11µM*	-28%	-2%	32%[activator]	·	7%
AMA1-RON2 inh	3%	-1%	0%	12%	·	-5%
Giardia FBPA inh	13%	·	·	·	·	-8%
HCMV antiviral	-69*	0	-22	-22	-14	11

49	O=C(Nc1ccc(O)c(-c2nc3ccccc3o2)c1)c1sc2ccccc2c1Cl
50	O=C1NC(=O)C(CCc2ccncc2)(C2CCCCC2)C(=O)N1
51	CCOC(=O)C1=C(O)CSC1=Nc1ccc(C)cc1
52	CCOC(=O)c1cnc2ccc(C(=O)OC)cc2c1NCCCN1CCOCC1
53	O=C(/C=C/c1ccc2ccccc2n1)c1cc(Br)ccc1O
54	O=C(c1cc(C2CC2)nc2ccccc12)N1N=C(C(F)F)CC1(O)C(F)F (stereo unspecified)
Compound	49	50	51	52	53	54
AmpC inh detg	1%	4%	-6%	?	2%	2%
Sm TGR inh	-6%	5%	0%	?	32µM*	-9%
HCV inhibitor	·	3%	-24%	0%	9%	?
AMA1-RON2 inh	·	-8%	0%	-13%	-3%	31%[activator]
Giardia FBPA inh	·	4%	5%	-2%	-22%	0%
HCMV antiviral	28	-19	?	-4	0	-15

55	Cc1ccc(S(=O)(=O)N2CCN(Cc3cc(=O)n4ccccc4n3)CC2)c(C)c1
56	CSCCC(NS(=O)(=O)c1ccc2c(c1)oc(=O)n2C)C(=O)NCc1cccs1 (stereo unspecified)
57	CN(C(=O)CSc1nccc(=O)[nH]1)C1CCCCC1
58	Cc1nc(-c2ccc(S(=O)(=O)N3CCN(c4ccccc4)CC3)cc2)co1
59	CC(=O)c1c(C)n(-c2ccc(N(C)C)cc2)c2ccc(OCC(N)=O)cc12
60	COc1ccc(CCn2c(NN)nc3c2c(=O)[nH]c(=O)n3C)cc1
61	CC1CC(C)CN(CCCNS(=O)(=O)c2cc(Br)cc3c2N(C(=O)C2CC2)CC3)C1 (stereo unspecified)
Compound	55	56	57	58	59	60	61
AmpC inh detg	-2%	-7%	·	-7%	6%	2%	3%
Sm TGR inh	-28%	6%	·	2%	-2%	?	12%
HCV inhibitor	-4%	11%	6%	-14%	?	?	?
AMA1-RON2 inh	9%	2%	10%	-3%	-3%	68%[activator]	24%
Giardia FBPA inh	·	2%	·	11%	7%	5µM*	2%
HCMV antiviral	9	-4	5	-32	20	-14	36
